Screening results from PubChem.
ERb coact inh = ER-beta (human) coactivator binding inhibition; Q92731; TR-FRET ER-beta LBD / SRC1-Cy5 peptide binding; receptor agonist-loaded with 1 µM estradiol; inhibition, % at 25.6 µM; 1.3% of 86,000 active; AID 633;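 active = compounds whose percent inhibition of the receptor-coactivator binding signal exceeds about 50% in the single-dose screen, limit read from the data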;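 also: 0% = receptor plus peptide wells without compound and 100% = peptide-only wells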
Target sequence (Q92731 whole entry, looked up, the tested form may be a part): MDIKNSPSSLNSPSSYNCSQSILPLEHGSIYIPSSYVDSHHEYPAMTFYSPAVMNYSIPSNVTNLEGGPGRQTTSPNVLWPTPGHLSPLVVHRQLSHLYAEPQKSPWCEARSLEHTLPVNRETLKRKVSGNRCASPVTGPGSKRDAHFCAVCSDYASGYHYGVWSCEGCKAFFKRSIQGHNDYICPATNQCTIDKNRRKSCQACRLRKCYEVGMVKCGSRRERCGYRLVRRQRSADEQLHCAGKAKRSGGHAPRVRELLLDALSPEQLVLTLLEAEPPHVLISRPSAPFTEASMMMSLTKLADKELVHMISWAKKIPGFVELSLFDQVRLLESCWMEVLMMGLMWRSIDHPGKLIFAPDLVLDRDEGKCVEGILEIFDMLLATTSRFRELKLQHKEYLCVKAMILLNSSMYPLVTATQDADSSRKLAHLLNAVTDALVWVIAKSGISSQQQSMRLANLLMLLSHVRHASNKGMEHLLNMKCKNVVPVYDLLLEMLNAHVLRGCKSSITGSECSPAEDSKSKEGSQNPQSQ
PLAP act = activates human placental alkaline phosphatase | P05187 | purified PLAP enzyme, luminescent substrate read-out; hits give high values | activation fold at 20 µM | 1.2% of 96,000 active; in the data active = activation fold above about 2
Target sequence (P05187 whole entry, looked up): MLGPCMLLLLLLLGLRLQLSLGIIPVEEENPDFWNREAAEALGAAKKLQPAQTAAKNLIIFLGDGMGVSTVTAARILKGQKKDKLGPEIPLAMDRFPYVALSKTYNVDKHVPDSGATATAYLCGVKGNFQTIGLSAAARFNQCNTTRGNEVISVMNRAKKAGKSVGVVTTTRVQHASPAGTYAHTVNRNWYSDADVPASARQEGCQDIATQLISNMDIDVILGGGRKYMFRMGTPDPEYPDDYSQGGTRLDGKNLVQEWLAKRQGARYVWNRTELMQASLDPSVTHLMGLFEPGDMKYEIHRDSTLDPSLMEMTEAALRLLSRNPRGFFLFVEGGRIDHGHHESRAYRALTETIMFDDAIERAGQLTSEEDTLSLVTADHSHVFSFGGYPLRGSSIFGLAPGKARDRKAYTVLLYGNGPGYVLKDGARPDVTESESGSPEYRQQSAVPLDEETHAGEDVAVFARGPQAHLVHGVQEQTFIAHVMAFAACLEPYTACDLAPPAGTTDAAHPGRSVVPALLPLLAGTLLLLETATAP
Mac1 fbg enh = enhancers of human CD11b/CD18 binding to fibrinogen; K562 CD11b/CD18 adhesion to fibrinogen, ATPlite luminescence; activation, % at 10 µM; 0.07% of 93,000 active; P05107+P11215;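 active = 10 µM primary screen giving 50% or more activity, confirmed by 40% or more on retest at that dose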; also: strong numbers were not always called active; reference of the scale not given here
E coli WT exp = blocks growth of wild type E. coli BW25113 | OD600 absorbance | growth inhibition, % at 100 µM | 0.15% of 98,000 active;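 active = growth inhibition above about 50% at one test dose, limit read from the data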;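 also: growth measured after 20 h incubation at 37 °C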
MT1-MMP txn act = MT1-MMP promoter transcription activation. 0.16% of 86,000 active. AID 750. activation factor at 10 µM. HT1080 MT1-MMP promoter luciferase reporter, luminescence, overnight; hits give high values;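 active = activation factor of at least 2 for MT1-MMP transcription at 10 µM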
FAK blocker = blocks human focal adhesion kinase activity; 0.84% of 97,000 active; AID 727; Q05397; inhibition, %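 (tested at 7 µM)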; biochemical FAK kinase activity assay; in the data active = inhibition above about 19%;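 also: 0% = DMSO and 100% = reference compound high control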
CD11b adhes inh = blocks human CD11b/CD18 adhesion to fibrinogen | P05107+P11215 | AID 1497 | inhibition, % at 10 µM | 0.54% of 93,000 active | K562 CD11b/CD18 adhesion to fibrinogen, ATPlite luminescence; Mn2+ added to activate the integrin;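 active = primary inhibition of 50% or more at 10 µM, then 40% or more on retest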; also: some results filed as inactive read as strong as hits
ERa SRC1 inh = blocks coactivator binding to human estrogen receptor alpha; P03372; TR-FRET ER-alpha LBD / SRC-1 peptide, estradiol-bound; inhibition, % at 25.6 µM; 1.7% of 86,000 active; AID 629; in the data active = inhibition above about 50%;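 also: 0% = receptor plus peptide control and 100% = peptide only without receptor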
ERa SRC1 pot = ER-alpha (human) coactivator binding potentiation | P03372 | TR-FRET ERalpha-LBD/SRC-Cy5 coactivator binding, 2 h; 100 = basal binding, no effect | coactivator binding (% of control), % at 25.6 µM | 1.3% of 86,000 active | AID 639; in the data active = activity above about 200%;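 also: binding measured in presence of low estradiol as agonist stimulus; 0% = peptide alone without receptor and 100% = receptor with peptide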
Starred values were filed as active, the others as inactive; x = no result given; & = joins results of further samples; [ ] = remark or other dose.

SMILES | ERb coact inh | PLAP act | Mac1 fbg enh | E coli WT exp | MT1-MMP txn act | FAK blocker | CD11b adhes inh | ERa SRC1 inh | ERa SRC1 pot
Oc1c(Br)cc(C2N=C(c3ccccc3)NO2)cc1Br (stereo unspecified) | 7 | 1 | x | 17 | 1.2 | -2 | x | -5 | 78
COc1ccc(Nc2nc(N)nc(SCc3nnc(C)s3)n2)cc1 | -2 | 0.8 | -3 | 9 | 1.5 | 2 | -4 | -5 | 116[fluorescence artefact?]
CCC(C)NC(=O)c1cc2cc3ccc(OC)cc3nc2s1 (stereo unspecified) | -16 | 1.7 | -2 | -5 | 1 | -1 | 10 | -4 | 100
Brc1ccccc1CN1CCC(N2CCCCC2)CC1 | 17 | 1.3 | 1 | 10 | 1.1 | 3 | 9 | 11[fluorescence artefact?] | 93
Cc1cc(NC(=O)CSc2cn(C)c3ccccc23)no1 | 3 | 0.7 | 0 | 6 | x | -1 | 9 | 2 | 95
Cc1cccc(C)c1OCC(=O)N1CC2(C)CC1CC(C)(C)C2 (stereo unspecified) | -6 | 1.8 | -4 | 3 | 1.1 | 1 | 1 | 0 | 99
O=C(Cn1c(=O)[nH]c2ccsc2c1=O)NC1CCCCCC1 | -8 | x | x | 1 | 1 | -3 | x | -30[fluorescence artefact?] | 138
CCOC(=O)C1CCN(S(=O)(=O)c2ccc(Cl)cc2OC)CC1 | -4 | 1.6 | 0 | 4 | 1 | -3 | -7 | -3 | 106
Cc1cc(C)n(CC(O)CN2c3ccccc3Sc3ccccc32)n1 (stereo unspecified) | -8 | 1.3 | 0 | -20 | 1.1 | 10 | -10 | 4 | 95
CCOC(=O)c1c(NC(=O)/C=C/c2ccco2)sc(C)c1C | x | 1 | 1 | -8 | x | -2 | -5 | x | x
O=C1C2C3C=CC(C3)C2C(=O)N1c1cccc(N2C(=O)C3C4C=CC(C4)C3C2=O)n1 (stereo unspecified) | 14 | 1 | -2 | 2 | 1.1 | -1 | -12 | 5 | 92
O=C(CNS(=O)(=O)c1ccc(Br)s1)N1CCN(C(=O)c2ccco2)CC1 | -4 | 1.6 | -6 | 6 | x | 0 | 4 | -8 | 117[fluorescence artefact?]
Cc1c(Cl)cccc1NC(=S)NCCC(C)C | x | 0.8 | 1 | 17 | x | 2 | -8 | x | x
O=C1CC2CS(=O)(=O)CC2N1C1CCCCC1 (stereo unspecified) | -19 | 0.9 | 1 | 6 | 1 | 2 | -16 | -12 | 111
OCCN1CCN(c2ncnc3c2sc2nc(N4CCOCC4)c4c(c23)CCC4)CC1 | -3 | 1.4 | -4 | 4 | 1 | x | 1 | -52 | 111
CCNc1nc(CN2CCOCC2)nc2sc3c(c12)CCC3 | 6 | 1.5 | -1 | 2 | x | 2 | -16 | 4 | 84[fluorescence artefact?]
Cc1ccc(NC(=O)CSc2nnc(-c3ccccc3Br)o2)cc1C | 5 | 0.9 | -2 | -17 | 1.2 | 0 | -3 | 3 | 96
O=S(=O)(NCC(c1cccnc1)N1CCOCC1)c1cccs1 (stereo unspecified) | 4 | x | x | x | 1.2 | 0 | x | -3 | 103
CS(=O)(=O)c1ccc(Cl)c(S(=O)(=O)NCc2ccccc2)c1 | -8 | 0.9 | -3 | 2 | 1.1 | 3 | -25 | -5 | 94
COc1cc(C2N(c3ccc(Cl)c(Cl)c3)C(=O)C3CCCN32)cc(OC)c1OC (stereo unspecified) | -3 | 1.5 | -6 | 19 | 0.9 | -2 | 22 | -4 | 127[fluorescence artefact?]
Cc1ccc(S(=O)(=O)N(C)Cc2nc(-c3ccc(Br)cc3)no2)cc1 | -11 | 0.6 | -1 | -7 | 1.1 | -3 | -6 | 2 | 114
COc1ccc(S(=O)(=O)NC(CC(=O)NCCc2ccccc2)c2ccco2)cc1 (stereo unspecified) | 1 | 0.9 | -7 | 4 | x | 0 | -6 | -11 | 97
COC(=O)c1cc(S(=O)(=O)n2nc(C)cc2C)c(Cl)cc1Cl | 4 | 1.5 | 4 | x | 1 | x | -16 | 6 | 113
Cc1nn2c(=O)cc(CSc3nc4ccccc4[nH]3)nc2s1 | -7 | 1.4 | -1 | 1 | 1 | -1 | 27 | 11 | 101
Cc1nc2ccccc2n1CC(=O)OCC(=O)Nc1ccc2c(c1)OCCO2 | 1 | 1 | -2 | 3 | 1.2 | 0 | 4 | 6[fluorescence artefact?] | 91[fluorescence artefact?]

In another format: results already given
Second line of a record – ERb coact inh	PLAP act	Mac1 fbg enh	E coli WT exp	MT1-MMP txn act	FAK blocker	CD11b adhes inh	ERa SRC1 inh	ERa SRC1 pot
Cc1nn2c(=O)cc(CSc3nc4ccccc4[nH]3)nc2s1
    -7	1.4	-1	1	1	-1	27	11	101
Cc1ccc(S(=O)(=O)N(C)Cc2nc(-c3ccc(Br)cc3)no2)cc1
    -11	0.6	-1	-7	1.1	-3	-6	2	114
COc1cc(C2N(c3ccc(Cl)c(Cl)c3)C(=O)C3CCCN32)cc(OC)c1OC (stereo unspecified)
    -3	1.5	-6	19	0.9	-2	22	-4	127[fluorescence artefact?]
Cc1c(Cl)cccc1NC(=S)NCCC(C)C
    x	0.8	1	17	x	2	-8	x	x

Next part
SMILES | ERb coact inh | PLAP act | Mac1 fbg enh | E coli WT exp | MT1-MMP txn act | FAK blocker | CD11b adhes inh | ERa SRC1 inh | ERa SRC1 pot
CCOC(=O)C(/C=N/c1cc(C)nn1-c1ccccc1)=C(\C)O | -3 | 0.8 | -1 | 5 | 1.1 | -3 | -50 | -6 | 86
CC(=O)c1cc2cc(O)ccc2o1 | 0 | 1 | -3 | 8 | 1 | 13 | 0 | -1 | 121
CCN=C1SC(C(=O)Nc2cccc(C(=O)O)c2)CC(=O)N1CC (stereo unspecified) | -4 | 1.1 | -3 | -2 | 1.2 | 1 | 5 | -15 | 106
O=C(NCCN1CCOCC1)Nc1ccccc1 | 1 | 0.8 | -3 | -1 | 1.1 | -4 | -5 | -3 | 108
CC(NC(=O)Cc1c(F)cccc1Cl)C1CCCO1 (stereo unspecified) | 2[fluorescence artefact?] | 0.8 | -1 | 2 | 1.2 | 0 | -20 | 1[fluorescence artefact?] | 118
c1ccc(-n2ncc3c(NC4CCCCCC4)ncnc32)cc1 | -6 | x | x | x | 1.4 | x | x | -5 | 122
C/C(Sc1nnc(Cc2ccccc2)o1)=C(/O)c1ccccc1 | 16 | 0.9 | 2 | -7 | 1.1 | -3 | -6 | -15 | 95
O=C(Cn1cnc2sc(-c3ccccc3)cc2c1=O)NCc1ccco1 | 46 | 1 | 66 | 0 | 1 | 15 | -10 | 66*[fluorescence artefact?] | 147[fluorescence artefact?]
CC(C)(C)C1=C(C#N)C(c2cc3c(cc2Br)OCO3)C(C#N)=C(N)O1 (stereo unspecified) | -2 | 1 | 4 | x | 1.1 | x | 1 | -5 | 100[fluorescence artefact?]
O=C(CN1C(=O)C2C3C=CC(C3)C2C1=O)NCCc1ccccc1 (stereo unspecified) | 0 | 1.2 | 4 | 2 | 1.5 | -5 | -4 | -19 | 108
O=C(C1CCCN1C(=O)c1cccs1)N1CCc2ccccc21 (stereo unspecified) | 1 | 1.2 | -5 | 5 | 1.2 | 6 | 1 | 2 | 98
CCOC(=O)c1cc2sccc2n1CC(=O)N1CCCc2ccccc21 | -13 | 0.9 | -1 | -3 | 1.1 | 6 | -1 | -7 | 110
CCOc1ccc(C2CC(c3cccc(Cl)c3)n3nc(N)nc3N2)cc1 (stereo unspecified) | -7 | 1.2 | 2 | -4 | 1.2 | x | -1 | 0 | 107
CSCCC(NS(=O)(=O)c1ccc(Cl)cc1)C(=O)OCC(=O)NC1CC1 (stereo unspecified) | -6 | 0.9 | x | 6 | 1 | -5 | x | -10 | 100
O=C(Nc1ccccc1)C1CCN(c2nccs2)CC1 | 0 | 0.9 | -1 | -11 | 1.7 | 7 | -16 | -3 | 128
CCCn1c(C(O)c2ccc(OCC)cc2)nc2ccccc21 (stereo unspecified) | -6[fluorescence artefact?] | 15 | 2 | 9 | 1.1 | 2 | -19 | -1 | 104
Cc1ccc(S(=O)(=O)c2cnc(-c3ccccc3)nc2Oc2ccccc2)cc1 | x | 0.8 | -5 | -17 | x | 0 | 2 | x | x
CCOc1cc(N2CCOCC2)c(OCC)cc1NC(=O)Cc1cccc2ccccc12 | x | 1.8 | -2 | -12 | x | 5 | 11 | x | x
OC1(c2cccc(C(F)(F)F)c2)CCN(Cc2nnnn2CCc2ccccc2)CC1 | -27 | x | x | x | 1.3 | 3 | x | -23 | 94
N#CC(c1nc2ccccc2nc1N1CCCCC1)S(=O)(=O)c1ccc(Cl)cc1 (stereo unspecified) | 43[fluorescence artefact?] | 0.9 | -7 | x | 1.1 | x | 95 | 18[fluorescence artefact?] | 231*[fluorescence artefact?]
Cc1ccc(C(=O)/C=C/c2cn(CN3CCN(C)CC3)c3ccccc23)cc1 | -15 | 1.1 | -2 | -4 | 1.7 | 1 | 32 | -7 | 88[fluorescence artefact?]
CC(Sc1ccc2ccccc2n1)C(=O)O (stereo unspecified) | -17 | 1&1 | -5&-2 | -3&-11 | 1.2&1.1 | -48&-28 | -9&-6 | -7 | 77
COC(=O)Cn1c(C)c(C(C)=O)c(C(C)=O)c1C | -9 | 1 | -1 | -3 | 1.2 | 1 | -2 | -6 | 108[fluorescence artefact?]
Cc1cc(C)c(N2C(=NC(=O)CCCC(=O)O)SC3CS(=O)(=O)CC32)c(C)c1 (stereo unspecified) | -1[fluorescence artefact?] | 1.2 | -4 | 1 | 0.9 | -1 | -3 | 3[fluorescence artefact?] | 104
COc1cccc(N2CC(C)Cn3c2nc2c3c(=O)n(CCN3CCOCC3)c(=O)n2C)c1 (stereo unspecified) | -4[fluorescence artefact?] | 1.5 | -6 | -8 | 1.2 | 0 | -1 | 4 | 110

Continued.
SMILES | ERb coact inh | PLAP act | Mac1 fbg enh | E coli WT exp | MT1-MMP txn act | FAK blocker | CD11b adhes inh | ERa SRC1 inh | ERa SRC1 pot
Cc1ccc(Cn2c(SCC(=O)Nc3cc(C)on3)nc3ccccc3c2=O)cc1 | 10[fluorescence artefact?] | 1.1 | 17 | -1 | 1.1 | -13 | 2 | 12[fluorescence artefact?] | 122[fluorescence artefact?]
CCOc1cc(-n2nc(C)c(C#N)c2N)nc(SC)n1 | 50 | x | x | x | 1.3 | -1 | x | 15 | 86
O=C(O)C1CC1c1ccc(Br)cc1 (stereo unspecified) | 13 | 1 | -7 | 0 | 1.1 | 1 | 6 | 9 | 88
Cc1cc(=O)[nH]c(SCC(=O)N2CCN(C(c3ccccc3)c3ccccc3)CC2)n1 | -1 | 1.5 | 5 | -1 | 1.3 | -8 | -9 | -4 | 120
Cc1cc(=O)[nH]c(SCC(=O)C23CC4CC(CC(C4)C2)C3)c1C#N | 6 | 0.8 | x | -8 | 1 | -3 | x | 5 | 90
COc1ccc(S(=O)(=O)N(CCc2ccccc2)CC(=O)N2CCOCC2)cc1 | x | 1.3 | 7 | 4 | x | 10 | 4 | x | x
O=C(NCCC1=CCCCC1)C1CCCN(S(=O)(=O)c2cccnc2)C1 (stereo unspecified) | -10 | 1.5 | 1 | -3 | 1.1 | -3 | -6 | -3 | 118
c1nnc2c3c4c(sc3ncn12)CCCC4 | 11 | 1 | -1 | 2 | 1.2 | 0 | -11 | 1 | 94[fluorescence artefact?]
COc1ccc(N2CCN(C(=O)CSc3nnc4nc(C)cc(C)n34)CC2)cc1 | -7 | x | x | x | 1.1 | 1 | x | -11 | 125
CCN(CC)CCCNC(CC(=O)O)C(=O)O (stereo unspecified) | -1 | x | x | x | 1.2 | x | x | -3 | 115
Cc1noc(C)c1CSc1nc2ccccc2[nH]1 | 5 | 0.9 | 1 | 7 | 1.1 | 1 | -23 | -3 | 100

Some entries already given, reduced to PLAP act, MT1-MMP txn act and E coli WT exp:
SMILES,PLAP act,MT1-MMP txn act,E coli WT exp
Cc1cc(=O)[nH]c(SCC(=O)N2CCN(C(c3ccccc3)c3ccccc3)CC2)n1,1.5,1.3,-1
Cc1cc(=O)[nH]c(SCC(=O)C23CC4CC(CC(C4)C2)C3)c1C#N,0.8,1,-8
